Assay outcomes from PubChem.
sdo1 growth = growth rescue of sdo1-depleted yeast, primary screen, S. cerevisiae, bone marrow failure model | z-score at 10 µM | 140,000 tested, 0.21% active | AID 817, 2007 | S. cerevisiae sdo1-depleted JHY4D growth rescue, OD600 30 h; active compounds read high; pdr5 snq2 efflux-pump mutant strain;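 active = z-score above 3 at both the 24 hr and the 30 hr optical density reads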;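 note: z-score against mean and SD of all compound wells on the same plate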
INS promoter inh = inhibitors of insulin promoter-driven GFP, primary screen, imaging, TRM-6 cells (human fetal islet line), eGFP reporter, cell count; AID 1273, 2008; inhibition, % at 2 µM; reporter expression induced with tamoxifen; 130,000 tested, 0.9% active;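 active = inhibition above the mean plus 3 SD, with well images judged a real hit on visual review, cut at about 60% in these data, passing the limit was not always enough; inconclusive = inhibition over the cutoff but images rejected on review; inactive = inhibition not above the cutoff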
sdo1 growth Rescue 24 h = recorded beside sdo1 growth, whose call it bears; z-score; S. cerevisiae sdo1-depleted JHY4D growth rescue, OD600; measured here: growth rescue at 24 h;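 0 is the plate mean of compound wells and units are plate SD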
Active calls of the source: *; i = inactive; ? = inconclusive; / = not tested or not shown; & = joins results of further samples; [ ] = dose if it differs, or a comment.

Values run as follows: INS promoter inh	sdo1 growth	sdo1 growth Rescue 24 h
> N#Cc1c(/N=C\c2ccc(O)c([N+](=O)[O-])c2)sc2c1CCCC2
  -25	/	/
> CCCCC(=O)Nc1ccc(NC(=O)c2cnccn2)cn1
  -11	/	/
> Cc1nc(NC(=O)c2ccco2)sc1-c1csc(Nc2ccc(Cl)cc2)n1
  24	-1.9	-0.76
> CCOc1c(C(=O)CC)cc2c(C)cc(=O)oc2c1C
  -29	-0.05	-0.6
> CCn1ncc(/C=N\NC(=O)c2csc3ccccc23)c1C
  /	0.06	-0.53
> CC(C)c1nnc(NC(=O)Cc2ccccc2[N+](=O)[O-])s1
  0	0.36	-0.41
> CCn1cc(/C=N\NC(=O)c2ccc3c(c2)c(C)c(C)n3Cc2ccccc2)c(C)n1
  24	1.2	2.4
> CC(C)c1ccc(NC(=S)NCCc2c[nH]c3ccccc23)cc1
  /	-2.3	-2.2
> O=C1Nc2ccccc2N(O)N1c1cc(-c2ccccc2Cl)no1
  /	1	0.51
> CN(CC(=O)Nn1cnnc1)S(=O)(=O)c1cc(Cl)ccc1Cl
  -66	0.9	0.49
> NC(=S)NNC(=O)c1cccc(Br)c1
  50	/	/
> Cc1ccc(NC2c3ncccc3C(=O)N2Cc2ccc(F)cc2)cc1 (configuration not stated)
  7	-0.49	-0.31
> O=c1c2cccnc2n(-c2ccccc2)n1Cc1c(Cl)cccc1Cl
  11	/	/
> CCOC(=O)c1c(C)[nH]c(-c2csc(N)n2)c1C
  -56	/	/
> O=c1c2ccccc2nc2n1CC/C2=C\c1ccccc1[N+](=O)[O-]
  /	-1	-1.1
> O=C(Nc1ccc(Cl)cc1)Nc1nnc(CSCc2ccccc2Cl)s1
  /	-0.08	0.51
> COc1cc(C(=O)NC2CCN(Cc3nnnn3Cc3ccc(F)cc3)CC2)cc(OC)c1OC
  i	/	/
> Nc1nc2c(nc(SCc3ccccc3Br)n2C2OC(CO)C(O)C2O)c(=O)[nH]1 (configuration not stated)
  -50	/	/
> CCCCn1c(=O)c(-[n+]2ccccc2)c([O-])c2ccccc21
  25	-0.07	-0.36
> CCOC(=O)C1C(=O)C=C(c2ccc(NS(C)(=O)=O)cc2)CC1c1ccco1 (configuration not stated)
  29	-0.03	0.35
> C=CCNC(=O)/C(C#N)=C/c1c(C)nn(-c2ccc(Cl)cc2)c1Cl
  /	-1.8	-1.6
> CCS(=O)(=O)N1CCC(C(=O)N2CCN(c3ccccc3)CC2)CC1
  6	-0.37	-1.1
> CCn1c(SCC(=O)c2ccc(O)c(O)c2)nnc1-c1ccccc1OC
  -45	0.58	-0.1
> Cc1cnc(C(=O)OCC(=O)NCCCc2ccccc2)cn1
  ?	/	/
> O=C(Nc1nccs1)C1CCCN1S(=O)(=O)c1ccc(Cl)cc1 (configuration not stated)
  14	-1.2	-1.7
> COc1ccc(C(=O)Nc2nc3nccc(-c4ccccc4)n3n2)cc1
  8	0.92	1.1
> CCOC(=O)N1CCC(=C(C#N)C(=O)Nc2cc(OC)ccc2OC)CC1
  /	-0.68	-0.78
> COc1ccc(-n2c(C)cc(C(=O)CN3CCCCC3)c2C)cc1
  43	/	/
> Cc1ccc2nc(NC(=O)COC(=O)c3ccco3)sc2c1
  -52	0.22	0.11
> CN1CCN(S(=O)(=O)c2cnccc2N2CCN(c3cccc(Cl)c3)CC2)CC1
  -15	-0.39	0.32
> COc1ccc(/C=C/C(=O)NCCn2c(C)cc3ccccc32)cc1OC
  41	0.98	-0.34
> CCN(CC)C(=O)COc1ccc(C=O)cc1OC
  -60	1.5	1.2
> CC1CN(C(=O)c2cnn3c(C(F)F)cc(-c4ccccc4)nc23)CC(C)O1 (configuration not stated)
  -17	0.7	2.7
> O=C(Nc1ccc2c(c1)nc1n2CCOC1)C1CCCCC1
  /	0.5	0.43
> C=CCNC(=O)COC(=O)c1oc2ccccc2c1CSC1CCCCC1
  /	0.16	0.16
> Cc1cccc2c1N(CCCOc1ccc(C(C)(C)C)cc1)C(=O)C2=O
  /	-0.4	2
> Cc1cccc(C)c1NC1=NC(=S)N(c2ccccc2)C12CCOC(C)(C)C2 (configuration not stated)
  -10	-0.51	-0.16
> Cc1sc(N)c(C(=O)c2ccccc2Cl)c1C
  -23	/	/
> CCOc1c2ccc(C(=O)NC3CCCc4ccccc43)cc2nn1C (configuration not stated)
  /	1.5	0.85
> Cc1cc(C)c(NC(=O)C2CCCN2C(=O)NC2CCCCC2)c(C)c1 (configuration not stated)
  -10	1.8	2.7
> Cc1nc2ccc(NS(=O)(=O)c3c(C)c(C)cc(C)c3C)cc2s1
  11	-2	-1.7
> O=C(Cn1cc2c(n1)CCCCC2)N1CCc2ccccc2C1
  /	-0.43	-0.24
> COc1cc(OC)c2c(c1)S(=O)(=O)C(c1ccccc1)=C2N
  50	/	/
> CCCOC(=O)NC(CC)COC(=O)Nc1cc(C)ccc1C (configuration not stated)
  /	-1	-1.5
> CC(C)CCNC(=O)c1ccc(CS(=O)(=O)Cc2ccccc2F)o1
  0	/	/

Filtered by structure: those above containing fluorine
Values run as follows: INS promoter inh	sdo1 growth	sdo1 growth Rescue 24 h
> Cc1ccc(NC2c3ncccc3C(=O)N2Cc2ccc(F)cc2)cc1 (configuration not stated)
  7	-0.49	-0.31
> COc1cc(C(=O)NC2CCN(Cc3nnnn3Cc3ccc(F)cc3)CC2)cc(OC)c1OC
  i	/	/
> CC1CN(C(=O)c2cnn3c(C(F)F)cc(-c4ccccc4)nc23)CC(C)O1 (configuration not stated)
  -17	0.7	2.7
> CC(C)CCNC(=O)c1ccc(CS(=O)(=O)Cc2ccccc2F)o1
  0	/	/

(next part)
Values run as follows: INS promoter inh	sdo1 growth	sdo1 growth Rescue 24 h
> CCOC(=O)c1c(C)oc2ccc(NS(=O)(=O)c3ccc4c5c(cccc35)C(=O)N4)cc12
  i	0.11	0.2
> Cc1ccc(NC(=O)Nc2cccc(C(F)(F)F)c2)nc1
  11	/	/
> Cc1ccc(C(=O)NNC(=O)c2cccc(C)c2)cc1
  21	/	/
> COc1ccc(-c2noc(CCC(=O)O)n2)cc1
  -83	0.39	0
> O=C(C1CCN(S(=O)(=O)c2cccnc2)CC1)N1CCN(c2cccc(Cl)c2)CC1
  /	0.55	0.27
> CN1CCCN(c2ncnc3scc(-c4ccc(F)cc4)c23)CC1
  -52	/	/
> COc1cc(C(=O)NCc2ccccn2)ccc1OCc1c(C)noc1C
  -31	0.36	0.09
> CC(C)c1ccc(N(C(=O)c2csnn2)C(C(=O)NC(C)(C)C)c2ccncc2)cc1 (configuration not stated)
  /	0.08	-0.45
> COc1ccccc1/C=C/C(=O)NCC(=O)N/N=C/c1cc(Br)ccc1OC
  38	1	1.6
> COc1ccc(-n2cccc2/C=C2\C(=N)N3N=C(C(C)C)SC3=NC2=O)cc1
  -25	/	/
> CCOC(=O)c1c(NC(=O)CN(CC)CC)sc2c1CCC2
  /	-1.9	-2.3
> CC(=O)c1cccc(NC(=O)CN(c2ccc(C)cc2)S(=O)(=O)c2cccc3nonc23)c1
  /	0.55	0.04
> O=C(CNCCc1ccccc1)N1CCc2ccccc2C1
  -33	/	/
> COC(=O)COc1nc(C)c(Br)c(OC)n1
  33	0.68	-0.24
> Cc1ccccc1C(=O)NNC(=O)c1cccc([N+](=O)[O-])c1
  0	/	/
> COc1ccc(CNC(=O)c2csc(Cc3ccccc3)n2)cc1
  20	-0.98	-1.1
> COc1ccc2[nH]cc(CCCN3C(=O)c4ccccc4C3=O)c2c1
  /	-0.63	-0.8
> Cn1c(=O)[nH]c(=O)c2c1nc(OC(=O)c1ccccc1)n2CC(O)COc1ccc(F)cc1 (configuration not stated)
  /	0.05	0.02
> COc1cc(/C=C2/C(=O)ON=C2C)ccc1OCc1ccccc1F
  3	-0.91	-0.88
> Cc1cc(OC(=O)c2c(Cl)cccc2Cl)nc(C)n1
  8	0.06	-0.33
> Cc1cc(NS(=O)(=O)c2ccc(NC(=O)c3cc(-c4cccnc4)nc4ccc(Cl)cc34)cc2)no1
  /	0.44	0.2
> COc1cccc(-c2csc(N3CCN(Cc4ccccc4)CC3)n2)c1
  -26	-0.24	-0.12
> CC1=C(C#N)C(Nc2cccc(C)n2)(C(F)(F)F)C(=O)N1 (configuration not stated)
  -93	-0.18	-0.56
> C=CCC(C)(NCc1ccccc1)c1ccccc1 (configuration not stated)
  -11	1	0.61
> CC(C)(C)NC(=O)C1CCN(S(=O)(=O)c2ccc(Br)cc2)CC1
  6	0.71	0.24
> O=c1oc2cc(Br)ccc2n1CSC1=NCCS1
  /	-0.13	0.11
> CCOC(=O)CON1C(=O)C(C)(C)N(OCC(=O)OCC)C(=O)C1(C)C
  3	1.1	1.3
> C=CCNc1nc2c(c(=O)n(C)c(=O)n2C)n1CCCCCC
  -3	-1.1	-1.1
> COc1cccc(-n2c(SCC(=O)NC3CCCC3)nnc2-c2ccco2)c1
  -200	-0.24	-1.1
> CCn1cc(C(=O)NCC2CCCO2)c(=O)c2cc(S(=O)(=O)N3CCC(C)CC3)ccc21 (configuration not stated)
  /	1.1	1.2
> CCC(C)(C#CCN1CCCCC1)OCCC#N (configuration not stated)
  31	-0.01	0.22
> Cn1cc(C(=O)Nc2cccc(F)c2)cn1
  -30	1.5	1.1
> Cc1cc(/C=C2/SC(=O)N(CC(=O)OC(C)C)C2=O)c(C)n1C
  -8	-0.67	-1.3
> COc1cccc(CNC(=S)Nc2cc(OC)ccc2OC)c1
  35	/	/
> O=C(c1ccccc1)c1ccc(OCCCCN2CCCCC2)cc1
  -62	0.13	-0.97
> Cc1cccc(S(=O)(=O)NCCc2cn3ccccc3n2)c1
  -43	/	/
> Cc1ccc(CNC(=O)c2ccccc2NC(=O)CSc2nnnn2C)cc1
  /	0.35&0.23	0.76&0.89
> CCOC(=O)N1CCN(S(=O)(=O)c2c(C)cc(C)cc2C)CC1
  -25	-0.61	-0.03
> CCn1cc(C(=O)Nc2sc(C)c(C)c2C(=O)OC)cn1
  -24	-0.04	0.08
> CCc1nnc(NC(=O)CCC(=O)Nc2ccccc2)s1
  34	0.1	-0.5
> COCCN(CC(=O)NCc1ccc2c(c1)OCO2)C(=O)CCC(=O)Nc1nccs1
  -169	1.2	1.2
> COc1cc2nc(=S)n3[nH]c(CCn4c(C)nc5ccccc54)nc3c2cc1OC
  /	-0.97	-0.44
> O=C(/C=C/c1cc([N+](=O)[O-])ccc1OC(F)F)NCc1ccc(Cl)cc1
  -16	-2.4	-2
> CCN1CCN(C(=O)Cn2nc(-c3ccc(Cl)cc3)ccc2=O)CC1
  11	/	/
> Cc1cccc(OCC(=O)O/N=C(\N)c2ccccn2)c1C
  -31	-0.88	-0.4
> Cc1ccc(C(=O)CC(C(=O)O)n2cccn2)cc1 (configuration not stated)
  35	0.53	0.52
> O=S(=O)(/C=C/c1ccccc1)N1CCN(c2cccc(Cl)c2)CC1
  -14	-1.2	-0.96
> CCCNC(=O)NC(=O)COC(=O)c1oc2ccc(OCC)cc2c1C
  35	-0.4	0.89
> CCOC(=O)CSc1nc2ccccc2c(=O)n1Cc1ccco1
  6	-1.3	-1.4
> O=C(O)C1CCN(C(=O)COc2ccc3c4c(c(=O)oc3c2)CCC4)CC1
  /	0.36	-0.3
> CC(=O)c1ccc(N2CCN(c3ccc(C(F)(F)F)cn3)CC2)cc1
  /	0.35	0.51
> c1ccc(OCCOc2cccc3cccnc23)cc1
  3	0.3	0.53
> Cc1nnc(-c2cnn(C)c2N)n1Cc1cccc(Cl)c1
  89*	-0.19	-0.36
> CSc1nnc(-c2cnccn2)n1CCCN1CCCC1=O
  -6	0.39	-0.58
> COc1ccc(OCC(=O)NNC(=O)c2ccccn2)cc1
  19	0.56	0.03
> CNC(=S)N1N=C(c2ccc(C)cc2)CC1c1ccc(N(C)C)cc1 (configuration not stated)
  17	/	/
> O=C1CSCN1c1cc(Cl)ccc1Cl
  9	/	/
> O=C(Nc1cccc([N+](=O)[O-])c1)c1cnccn1
  -27	0.56	0.9
> COc1ccc(C2=NN(S(C)(=O)=O)C(c3ccc4nccnc4c3)C2)cc1 (configuration not stated)
  -48	0.4	0.05
> Nc1nc(CSC(=S)N2CCOCC2)nc(Nc2ccccc2)n1
  -18	0.37	0.31

The list continues.
Values run as follows: INS promoter inh	sdo1 growth	sdo1 growth Rescue 24 h
> COc1ccc(S(=O)(=O)NCCC(=O)NCc2ccc(F)cc2)cc1
  -100	1	0.29
> Cc1ccc2cc(CCNC(=O)Cc3cccs3)c(=O)[nH]c2c1
  -202	0.32	-0.84
> CC(C)CC(NC=C1C(=O)OC(C)(C)OC1=O)C(=O)O (configuration not stated)
  0	0.9[11.6 µM]	-0.35
> CC1Cc2ccccc2N1C(=O)C1CCCN(S(=O)(=O)c2cccc3nsnc23)C1 (configuration not stated)
  /	-0.6	1.7
> O=C(c1cccc([N+](=O)[O-])c1)N1CCN(c2ccc(Cl)cc2)CC1
  6	-0.04	-0.16
> CN(C)/C=N/C(=S)Nc1ccc(Cl)cc1Cl
  14	/	/
> CCOC(=O)c1c(N2C(=O)C3C4C=CC(C4)C3C2=O)sc2c1CCC(C)C2 (configuration not stated)
  /	-0.41	-0.21
> COC(=O)c1ccccc1NC(=O)/C=C/c1cc(OC)c(OC)c(OC)c1
  -15	-0.7	0.18
> CCOC(=O)C1(Cc2ccccc2C(F)(F)F)CCN(C(C)CCn2cccn2)CC1 (configuration not stated)
  -50	/	/
